# Assay outcomes: PubChem BioAssay, National Center for Advancing Translational Sciences (NCATS)
# FEN1 inhibitor: inhibitors of human flap endonuclease 1 | P39748 | Recombinant FEN1 flap cleavage, fluorescence, 15 min | Potency, µM (highest dose often 114 µM), for the others: at the top dose activity change, negative = inhibition, hits mostly inhibitors | 390,000 compounds, 0.35% hits | AID 588795; further: nearly all actives have a fitted effect of over 65% in size
# Target sequence (P39748 whole entry, looked up): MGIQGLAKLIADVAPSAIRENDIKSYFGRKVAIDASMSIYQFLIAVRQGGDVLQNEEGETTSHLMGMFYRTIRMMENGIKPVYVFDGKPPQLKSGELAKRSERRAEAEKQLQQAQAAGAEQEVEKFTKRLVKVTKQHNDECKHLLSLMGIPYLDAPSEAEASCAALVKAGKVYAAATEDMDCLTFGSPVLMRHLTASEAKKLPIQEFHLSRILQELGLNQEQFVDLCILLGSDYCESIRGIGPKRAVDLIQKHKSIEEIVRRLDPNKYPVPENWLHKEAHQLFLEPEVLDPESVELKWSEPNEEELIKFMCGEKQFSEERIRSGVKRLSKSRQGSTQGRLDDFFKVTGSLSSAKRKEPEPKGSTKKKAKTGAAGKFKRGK
#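 Nuclease activity of 10 nM FEN1 was measured after 15 min of room-temperature exposure to titrated compounds, by adding 50 nM flap substrate and reading plates at 0 and 15 min.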
# TDP1 inh: blocks human tyrosyl-DNA phosphodiesterase 1; 350,000 compounds, 0.28% hits; Q9NUW8; Potency, µM (titrated, usually from 130 µM), for inactives: at the highest dose activity change, negative = inhibition, most hits filed as inhibitors; recombinant TDP1, AlphaScreen DNA substrate cleavage; further: nearly all actives have a fitted effect of over 40% in size
# Target sequence (Q9NUW8 whole entry, looked up): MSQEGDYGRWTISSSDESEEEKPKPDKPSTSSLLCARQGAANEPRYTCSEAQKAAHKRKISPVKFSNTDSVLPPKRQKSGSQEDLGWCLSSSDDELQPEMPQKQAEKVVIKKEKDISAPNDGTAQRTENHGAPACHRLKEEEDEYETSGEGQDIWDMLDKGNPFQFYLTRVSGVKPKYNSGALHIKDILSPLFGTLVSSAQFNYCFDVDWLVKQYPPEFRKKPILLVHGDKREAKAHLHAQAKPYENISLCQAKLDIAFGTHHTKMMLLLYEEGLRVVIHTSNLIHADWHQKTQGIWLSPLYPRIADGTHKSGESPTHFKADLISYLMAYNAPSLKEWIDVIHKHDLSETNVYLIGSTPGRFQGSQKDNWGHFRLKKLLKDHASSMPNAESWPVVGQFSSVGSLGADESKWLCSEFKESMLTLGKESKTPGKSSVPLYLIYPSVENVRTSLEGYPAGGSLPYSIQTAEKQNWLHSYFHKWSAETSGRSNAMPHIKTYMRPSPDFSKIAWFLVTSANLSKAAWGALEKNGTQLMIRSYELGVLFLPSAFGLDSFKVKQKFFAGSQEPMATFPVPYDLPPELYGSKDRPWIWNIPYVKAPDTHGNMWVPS
#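 Enzyme-compound mixtures sat 15 min at room temperature, followed by a 5 min reaction with 15 nM final substrate and 10 min with AlphaScreen beads. Recombinant human Tdp1 was used at 1 nM final.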
# N370S GC: inhibitors or activators of N370S glucocerebrosidase for Gaucher disease | P04062 | Potency, µM (highest dose often 59.4 µM), inactives show at the top dose activity change, negative = inhibition, usual class: inhibitors | N370S GC spleen homogenate, 4MU-glucoside fluorescence | 330,000 compounds, 0.092% hits | AID 2101;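 further: 0% = full enzyme activity and -100% = no enzyme basal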
# The depositor's hits bear a star; ? = inconclusive; nt = not tested or not shown; [ ] = another dose, or the depositor's remark. The call rests on the fitted dose curve; in most records, active means well fitted curve in the direction sought with a large enough effect; inconclusive means small, poorly fitted or top-dose-only effect, or another doubt; inactive means no such curve, though single readings can be large; an effect the other way counts as inactive or inconclusive. Unless noted, on the % scale 0 is the no-effect control and ±100 the full control effect; potency means the concentration at half of the fitted maximal effect.
SMILES,FEN1 inhibitor,TDP1 inh,N370S GC
CC(=O)c1cccc(NC(=O)[C@@H](NC(N)=O)C(C)C)c1,17%,-4%,-1%
COc1ccccc1C(=O)NCCC(=O)Nc1ccncc1,-10%,1%,-10%
NC(=S)N/N=C/c1ccc([N+](=O)[O-])cc1,-1%,3%,-4%
COCCCNC(=S)N1CCN(c2nc(-c3ccccc3)cs2)CC1,1%,nt,-3%
O=C(CSc1ncn[nH]1)NCCC(c1ccccc1)c1ccccc1,0%,2%,-5%
Cc1cc(OC(C)C(=O)NCCCn2ccnc2)c2c(C)cc(=O)oc2c1 (stereo not drawn),19%,1%,-15%
COc1ccc(N2CCN(C(=O)CNC(=O)c3nn(-c4ccc(OC)cc4)c(=O)c4ccccc34)CC2)cc1,-12%,3%,-7%
CC(=NNC(=O)Cn1ccc(C(F)(F)F)n1)c1ccc(-n2ccnc2)cc1,-12%,1%,nt
CCOC(=O)C1(C)NC(c2ccco2)C2C(=O)N(c3ccc(C)cc3)C(=O)C21 (stereo not drawn),-7%,2%,4%
COc1cc(/C=N/NC(=O)CC(=O)NC2CCCCC2)ccc1O,-14%,nt,-12%
NC(=O)c1c(NC(=O)C2c3ccccc3Oc3ccccc32)sc2c1CCCCC2,2%,3%,12%
Cc1cccc(NS(=O)(=O)c2ccc(C)c(C(N)=O)c2)c1,7%,nt,2%
CC(=O)N1CCN(c2nc(-c3ccco3)c3c(c2C#N)CC(C)(C)SC3)CC1,0%,-5%,?
Cn1cc(C(=O)NCc2cccnc2)c(=O)c2cc(S(=O)(=O)N3CCCCCC3)ccc21,nt,2%,18%
O=C(Nc1c(-c2ccccc2)nc2sccn12)c1ccccc1,-4%,9%,-5%
CC(C)OCCCn1c(SCc2ccccc2Cl)nc2c(sc3ccccc32)c1=O,11%,2%,nt
O=C1CCCN1CCC(=O)N1CCCC(Nc2ccc(F)c(F)c2)C1 (stereo not drawn),-3%,4%,-4%
CCOC(=O)c1[nH]ncc1CN1CCc2ccc(NC(=O)C3CCCO3)cc2C1 (stereo not drawn),1%,3%[56.1 µM],-3%
CSc1nc2nc(-c3cccs3)cc(C(F)(F)F)c2c(=O)[nH]1,-5%,2%,1%
O=C(COC(=O)c1ccc(O)cc1O)Nc1nnc(-c2ccccc2)o1,0%,-5%,1%
Fc1ccc(NC(=S)N/N=C/c2cccc(Br)c2)c(F)c1,3%,1%,6%
Cc1cc2c(c(N3CCOCC3)n1)C(=O)OC2,4%,-1%,-4%
O=C1OCCC1Sc1nnc(-c2ccc(Cl)cc2Cl)o1 (stereo not drawn),-2%,2%,-10%
CC(OC(=O)c1cc2sccc2n1C)C(=O)NCCc1ccccc1 (stereo not drawn),-14%,-1%,17%
Cc1ccc(C)c(NS(=O)(=O)c2ccc(OCC(=O)NCc3cccnc3)cc2)c1,-3%,3%,6%

# New compounds follow
SMILES,FEN1 inhibitor,TDP1 inh,N370S GC
O=C(CCc1nc2sc3c(c2c(=O)[nH]1)CCCC3)NCC(=O)Nc1ccccc1Br,-7%,-11%,nt
COc1ccccc1-c1noc(-c2ccccc2C(=O)N2CCOCC2)n1,6%,0%,6%
Cc1oc2ccc(O)c(CN3CCOCC3)c2c1C(=O)Nc1ccccc1,2%,4%,nt
CC(=O)Nc1ccc(S(=O)(=O)NCC2CCC(C(=O)NCCCN3CCCC3=O)CC2)cc1 (stereo not drawn),-1%,5%,5%
CCOC(=O)C1CCCCN1S(=O)(=O)c1ccc2c(c1)CC(C)N2C(=O)C1CCC1 (stereo not drawn),-12%,1%,-3%
CC(C)(C)C(=O)N1CCN(c2ccc([N+](=O)[O-])cc2-n2cccc2)CC1,-24%,6%,-8%
CCOc1cc(CNCc2ccccn2)ccc1OCC(=O)NC(C)(C)C,-3%,4%,-20%
O=C(COC(=O)c1cccnc1Cl)NCCc1ccc(F)cc1,0%,-1%,nt
O=C(Nc1nnc(-c2ccccc2)s1)c1ccccc1O,10%,nt,-5%
CCc1ccc(CNC(=O)C(CC)n2ccc3cc(S(=O)(=O)N4CCCCC4)ccc32)cc1 (stereo not drawn),12%,6%,nt
CCN1CCN(C(=S)NCC(C)C)CC1,-11%,0%,0%
COc1ccc(NC(=S)N2CCN(C(=O)c3ccco3)CC2)cc1OC,0%,5%,-3%
CCCCNC(=O)C1CC(=O)N(CCc2ccc(C)cc2)C1 (stereo not drawn),-10%,nt,-1%
Cc1ccc(S(=O)(=O)NC(C(=O)OCC(=O)NC2CCS(=O)(=O)C2)C(C)C)cc1 (stereo not drawn),1%,-8%,8%
Cc1ccc(C(=O)Nc2ccc(C(=O)O)cc2NC(=O)c2ccc(C)cc2)cc1,3%,nt,3%
COC(=O)c1ccc(COc2ccc(/C=N/O)cc2)o1,5%,-3%,11%
Cc1cccc(C)c1-n1ncc(C(=O)NCCCN2CCC(C)CC2)c1C1CCN(C(=O)OC(C)(C)C)CC1,1%,-6%,nt
O=C(NCC(=O)N(CCc1ccccc1)C(C(=O)NC1CCCCC1)c1ccncc1)c1ccco1 (stereo not drawn),-1%,-1%,11%
CCC(Sc1ncccc1C(=O)Oc1ccccc1Cl)C(=O)Nc1ccccc1OC (stereo not drawn),-12%,5%,nt
CCCc1cc(=O)oc2c(C)c(OCC(=O)Nc3cccnc3)ccc12,-1%,-9%,15%
CC(C)(C)NC(=O)Nc1ccccc1C(N)=O,-6%,6%,-3%
CN(CC(=O)NCc1cccnc1)S(=O)(=O)c1ccc(F)cc1,14%,5%,-2%
CCN(C(=O)c1cc2c(C)nc3ccccc3c2o1)c1cc(Cl)ccc1OC,?,6%,17%
COCC(=O)Nc1cc(C)cn(Cc2cccc(C(F)(F)F)c2)c1=O,7%,nt,0%
Cc1cc(C#N)c(C)c(SCc2[nH]nc3c2C(c2ccccc2)C(C#N)=C(N)O3)n1 (stereo not drawn),-26%,5%,10%

# Molecules above that contain bromine (2):
SMILES,FEN1 inhibitor,TDP1 inh,N370S GC
Fc1ccc(NC(=S)N/N=C/c2cccc(Br)c2)c(F)c1,3%,1%,6%
O=C(CCc1nc2sc3c(c2c(=O)[nH]1)CCCC3)NCC(=O)Nc1ccccc1Br,-7%,-11%,nt

# Shown tab-delimited: part of the list above
SMILES	FEN1 inhibitor	TDP1 inh	N370S GC
COc1ccc(NC(=S)N2CCN(C(=O)c3ccco3)CC2)cc1OC	0%	5%	-3%
CCOc1cc(CNCc2ccccn2)ccc1OCC(=O)NC(C)(C)C	-3%	4%	-20%
Cc1ccc(C(=O)Nc2ccc(C(=O)O)cc2NC(=O)c2ccc(C)cc2)cc1	3%	nt	3%
CCc1ccc(CNC(=O)C(CC)n2ccc3cc(S(=O)(=O)N4CCCCC4)ccc32)cc1 (stereo not drawn)	12%	6%	nt
O=C(NCC(=O)N(CCc1ccccc1)C(C(=O)NC1CCCCC1)c1ccncc1)c1ccco1 (stereo not drawn)	-1%	-1%	11%

# (list continues)
SMILES,FEN1 inhibitor,TDP1 inh,N370S GC
CCCCN(CCCNC(=O)c1cc(Nc2ccc(OC)c(OC)c2)nc2ccccc12)Cc1ccccc1,-12%,2%,nt
CCN(CC)S(=O)(=O)c1ccc(OCC(=O)NCc2ccccc2)cc1,-12%,6%,-2%
CC(=O)N1CCN(C(=S)NCc2ccccc2)CC1,-2%,4%,7%
CCCCCCc1cc2cc(S(=O)(=O)c3ccc(C)cc3)c(=O)oc2cc1O,-15%,-1%,?
Cc1c[nH]c2cccc(OCC(O)CNC(C)(C)C)c12 (stereo not drawn),-5%,4%,3%
Cc1ccc2nc(-c3ccccc3)nc(SC(C)C(=O)NCc3cccs3)c2c1 (stereo not drawn),nt,3%,15%
Cc1ccnc(N=Cc2nc(-c3ccccc3Br)oc2O)c1,-8%,5%,8%
CC(=O)Nc1ccc(NC(=O)C(C)OC(=O)CCCOc2ccc(Cl)cc2C)cc1 (stereo not drawn),-5%,-3%,-7%
COc1ccc(-c2noc(CCC(=O)Nc3cc(Cl)c(OC)cc3OC)n2)cc1,-1%,5%,15%
CCn1cc(C(=O)N2CCN(C3CCCCC3)CC2)c2cc(OC)c(OC)cc2c1=O,-10%,2%,1%
COc1ccc(-c2csc(NC3=NCCCCC3)n2)cc1,-5%,8%,?
c1coc(-c2nn3c(-c4ccco4)nnc3s2)c1,-2%,nt,-3%
CCCC(=O)Nc1sc2c(c1C#N)CC(C)(C)NC2(C)C,-7%,0%,2%
C=CCNC(=O)CN1CCN(C(c2ccccc2)c2ccccc2)CC1,-10%,4%,-2%
Fc1cccc(-c2cc3nc4c(c(N5CCOCC5)n3n2)CCCC4)c1,?,2%,6%
CNC(=O)COC(=O)c1ccccc1C(=O)c1ccc(Cl)c([N+](=O)[O-])c1,16%,6%,-1%
CCC(=O)c1ccc(OCC(=O)Nc2cccc(S(=O)(=O)N3CCCCCC3)c2)cc1,-2%,-10%,-13%
O=C(CSc1nc(O)cc(=O)[nH]1)Nc1ccc2c(c1)CCC2,?,nt,6%
Cc1ccc2cc(CN(CCN3CCOCC3)Cc3nnnn3Cc3ccco3)c(=O)[nH]c2c1C,0%,4%,-19%
COc1ccccc1N1CCN(C(C)C(=O)N2CC(C)OC(C)C2)CC1 (stereo not drawn),2%,nt,4%
O=C(OCC(=O)N1CCCC1)c1cc(Cl)ccc1[N+](=O)[O-],2%,-18%,-2%
COCCn1c(=NC(=O)c2cc(-c3cccs3)nc3ccccc23)sc2cc(S(N)(=O)=O)ccc21,0%,-3%,-10%
Cc1ccc(N2CC(NC(=O)c3cccs3)CC2=O)cc1C (stereo not drawn),0%,0%,nt
COc1ccccc1C(=O)Nc1ccccc1C(=O)OCc1cc(=O)n2c(C)csc2n1,26%,11%,nt
COc1ccc(CC(=O)N2CCN(c3ccccn3)CC2)cc1,-13%,2%,2%

# Single records (already shown). Order of screens: FEN1 inhibitor | TDP1 inh | N370S GC
# Profile of `COc1ccc(-c2noc(CCC(=O)Nc3cc(Cl)c(OC)cc3OC)n2)cc1` → -1% | 5% | 15%
# Profile of `COCCn1c(=NC(=O)c2cc(-c3cccs3)nc3ccccc23)sc2cc(S(N)(=O)=O)ccc21` → 0% | -3% | -10%
# Profile of `COc1ccc(CC(=O)N2CCN(c3ccccn3)CC2)cc1` → -13% | 2% | 2%

# The list continues.
SMILES,FEN1 inhibitor,TDP1 inh,N370S GC
COc1cc(O)c(C(C)=O)c(OC)c1,13%,10%[56.1 µM],18%
O=C(O)CN1CCNCC1,nt,2%,-1%[2.35 µM]
O=c1oc2ccc(Br)cc2cc1-c1nc2c(s1)CCc1ccccc1-2,9%,-6%,nt
O=C(Nc1ccc2c(c1)oc1ccccc12)N1CCOCC1,4%,0%,5%
CCN1CCN(Cc2nc3c(c(=O)n(C)c(=O)n3C)n2C(C)C(C)=O)CC1 (stereo not drawn),-9%,-2%,-3%
CCN1CC(CN(C)Cc2nc(-c3cccs3)no2)CC1=O (stereo not drawn),17%,7%,9%
Cn1c(-c2ccc(S(=O)(=O)N3CCCC3)cc2)csc1=Nc1ccc(Cl)c(Cl)c1,-10%,5%[12.3 µM],nt
CCCCC(CC)COC(=O)c1ccccc1C(=O)O (stereo not drawn),nt,6%,1%
CCC(Sc1nc2ncccc2[nH]1)C(=O)N1CCOCC1 (stereo not drawn),-1%,nt,-4%
Cn1c(Cl)c(/C=N/OC(=O)C2CC2)c2ccccc21,-1%,0%,?
COc1ccc(NC(=O)COC(=O)c2cc(OC)c(OC)c(OC)c2)c([N+](=O)[O-])c1,18%,-4%,-2%
COc1ccc(C(=O)N2CCC(n3nccc3NC(=O)C3CCOC3)CC2)cc1 (stereo not drawn),-1%,6%,10%
Cc1sc2nc[nH]c(=O)c2c1-c1ccc(F)cc1,18%,3%,-4%
Cc1cccc([C@@H]2[C@@H]3C(=O)N(Cc4ccccc4)C(=O)[C@@H]3[C@]3(CC(C)C)C(=O)N(c4cccc(Cl)c4)C(=O)N23)c1,-1%,nt,1%
COc1ccc(C2CC3(O)NC(=O)C(C#N)(C3C)C2(C#N)C#N)cc1 (stereo not drawn),-1%,1%,3%
O=C1c2ccccc2-c2onc3ccc(NCCCn4ccnc4)c1c23,16µM*,10%,nt
Cc1ccc(CN2C(=O)SC(Nc3ccc(Cl)cc3)C2=O)cc1 (stereo not drawn),0%,1%,nt
Cc1cc(C)c2oc(=O)cc(CN3CCN(Cc4ccc5c(c4)OCO5)CC3)c2c1,-3%,2%,4%[2.35 µM]
CSc1n[nH]c(NCc2ccccc2)n1,-3%,5%,6%
CCCCOc1c(Cl)cc(CNC(C)(C)CO)cc1OCC,-9%,-2%,-5%
O=C(N/N=C/c1cccc(NC(=O)c2ccc(Cl)cc2)c1)c1cccc(O)c1,-18%,nt,-5%
Cn1c(=O)c2c(ncn2CC(=O)N/N=C/c2c[nH]c3ccccc23)n(C)c1=O,nt,79µM*,3%
CCn1c2ccccc2c2nnc(SCCN3CCOCC3)nc21,-19%,nt,7%
CCn1c(SCC(=O)NCc2ccc3c(c2)OCO3)nnc1-c1cccs1,-7%,0%,4%
CCC(C)NCCOCCOc1cc(C)c(Cl)c(C)c1 (stereo not drawn),2%,3%,1%
O=C(CSc1nnc(-c2cccs2)n1-c1ccccc1)N1CCOCC1,0%,4%,0%
